Screens deposited in PubChem by Broad Institute.
miR122 inh – blocks miR-122 activity in Huh7 sensor cells | Huh7 miR-122 Renilla luciferase sensor, 48 h; neutral wells = 0, positive control = 100 | activation (reporter increase), % at 12.5 µM | 340,000 tested, 0.3% active;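 active means mean replicate activation score at least 90 and every replicate individually at or above 90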;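 further: higher luciferase means less miR-122 activity so hits act as miR-122 inhibitors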
Cneo AK release – Cryptococcus neoformans lysis via adenylate kinase release. C. neoformans lysis, adenylate kinase release luminescence, 4 h; normalised: neutral wells 0, clomiphene wells 100. lysis activity, % at 15 µM. 360,000 tested, 0.2% active. AID 651654;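 active means mean lysis activity across replicates of at least 80%, whatever share of replicates individually reach that level; inactive means mean lysis activity below 80%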
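Assay system: Cryptococcus neoformans yeast cells / Dosing: single-point compound dose / Timing: 4 h at 37 °C static, read 1 h later / Measured by: luminescence of released adenylate kinase using an AK detection reagent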
SIRT5 inh – blocks human SIRT5 desuccinylation of peptide. inhibition, % at 15 µM. Purified SirT5, succinyl-peptide AMC, trypsin-coupled fluorescence. 330,000 tested, 1.1% active. Q9NXA8; in the data active means inhibition above about 15%
Target sequence (Q9NXA8 whole entry, looked up): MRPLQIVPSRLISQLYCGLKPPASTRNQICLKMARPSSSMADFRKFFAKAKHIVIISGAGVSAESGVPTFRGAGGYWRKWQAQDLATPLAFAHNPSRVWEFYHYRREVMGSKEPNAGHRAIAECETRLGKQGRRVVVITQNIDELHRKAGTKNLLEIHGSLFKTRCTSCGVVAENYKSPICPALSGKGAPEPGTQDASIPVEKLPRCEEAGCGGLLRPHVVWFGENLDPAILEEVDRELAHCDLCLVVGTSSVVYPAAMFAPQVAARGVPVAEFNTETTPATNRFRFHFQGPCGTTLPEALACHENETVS
ARNT-TACC3 inh – disruptors of human ARNT/TACC3 interaction | AlphaScreen His-ARNT PAS-B/GST-TACC3 binding, luminescence; TACC3 fragment carries E629A point mutation | inhibition, % at 9.99 µM | 390,000 tested, 0.66% active | AID 623870;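 active means mean inhibition of replicates at least 50% and at least half of replicates each reaching 50%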;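 further: 0% = complete ARNT plus TACC3 wells and 100% = ARNT alone without TACC3; many hits fall short of the cut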
C2C12 statin – suppressors of simvastatin-induced myotoxicity in C2C12 myotubes | rescue of ATP level, % at 7.49 µM | AID 602340 | 330,000 tested, 0.78% active | ATP luminescence, 48 h; scaled: DMSO 0, geranylgeraniol control 100;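 active means mean ATP rescue above about 67%, or every replicate alone reaching that limit, limit read from the data, passing the limit was not always enough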;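 further: myotubes were challenged with 10 µM simvastatin during compound exposure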
ERp5 block – blocks human ERp5 reductase activity on insulin; Q15084; ERp5 insulin aggregation, absorbance 650 nm, 90 min; inhibition, % at 9.99 µM; 350,000 tested, 0.05% active; AID 651711;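 active means mean replicate inhibition above about 25%, with every replicate also reaching it, limit read from the data, passing the limit was not always enough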
Target sequence (Q15084 whole entry, looked up): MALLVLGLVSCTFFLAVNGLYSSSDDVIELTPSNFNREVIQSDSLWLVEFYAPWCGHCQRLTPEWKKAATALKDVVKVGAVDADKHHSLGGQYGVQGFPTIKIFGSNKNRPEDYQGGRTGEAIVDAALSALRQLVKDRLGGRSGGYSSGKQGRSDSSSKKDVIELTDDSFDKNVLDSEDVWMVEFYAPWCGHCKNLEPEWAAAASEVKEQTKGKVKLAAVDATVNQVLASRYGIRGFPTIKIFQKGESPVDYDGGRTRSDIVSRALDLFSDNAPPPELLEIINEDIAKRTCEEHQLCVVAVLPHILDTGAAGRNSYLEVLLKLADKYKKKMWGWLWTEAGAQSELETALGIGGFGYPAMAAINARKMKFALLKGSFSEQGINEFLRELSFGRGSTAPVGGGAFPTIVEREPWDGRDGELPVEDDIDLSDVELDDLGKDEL
esBAF inh – blocks esBAF chromatin remodeling in mouse ES cells | Bmi1-luciferase knock-in reporter, 24 h; 100% = twice the neutral-well signal | reporter increase, % at 12.5 µM | 350,000 tested, 2% active | AID 602393; in the data active means activation above about 40%;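 further: 0% = median of the plate's neutral control wells and 100% = double that signal; a rise in the Bmi1 reporter signal indicates esBAF inhibition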
Numbers without * were called inactive; nt = no result given; [ ] = dose if it differs, or a comment.

SMILES	miR122 inh	Cneo AK release	SIRT5 inh	ARNT-TACC3 inh	C2C12 statin	ERp5 block	esBAF inh
COc1ccc(CNC(=O)N2[C@H]3CC[C@@H]2C=C(c2ccc(F)cc2OCc2ccccc2)C3)cc1OC	-7	0	-3	nt	-37	11	-1
COc1cc(C(=O)NNC(=O)c2ccc(F)cc2)ccc1OCC(=O)N1CCOCC1	6	0	-5	1	-8	4	3
CCOC(=O)C1(Cc2cccc(Cl)c2)CCCN(C(=O)c2cc(CC)on2)C1 (stereo not drawn)	nt	-3	5	-7	nt	7	nt
CC(=O)C[C@@H](O)CC(=O)[C@H]1OC(=O)CCCCCCc2ccccc21	nt	1	-2	-8	7	-1	4
C[C@H]1CN([C@@H](C)CO)C(=O)Cc2cc(NC(=O)Nc3ccc4c(c3)OCO4)ccc2O[C@H]1CN(C)S(=O)(=O)c1ccc(Cl)cc1	-3[16.7 µM]	0	0	0	-138	-2	1
Cc1ccccc1-c1ccc2c(c1)O[C@@H](CN(C)C(=O)Nc1ccccc1)[C@H](C)CN([C@H](C)CO)S2(=O)=O	2[16.7 µM]	-2	6	-5	-39	-9	1
O=C(CCNC(=O)c1ccco1)NCc1ccc(F)cc1	-1	-1	-4	-2	1	-2	-2
COc1ccc(CNC(=O)CCc2ccc(S(=O)(=O)N3CCCCCC3)cc2)cc1OC	-6	-1	-5	2	-9	-8	-1
Cc1cccc(CC(=O)Nc2c3c(nn2-c2cccc(Cl)c2)CS(=O)C3)c1 (stereo not drawn)	1	-1	nt	-3	3	nt	-3
O=C(C1CCN(S(=O)(=O)c2cccc3nsnc23)CC1)N1CCCc2ccccc21	5	0	nt	3	62	nt	5
COc1ccc(C(=O)N2CCCc3ccccc32)cc1OC	2	2	-2	nt	-1	3	0
C[C@@H]1CN([C@H](C)CO)C(=O)Cc2cc(NC(=O)Cc3ccccc3)ccc2O[C@@H]1CN(C)Cc1ccc(C(=O)O)cc1	-4[16.7 µM]	-3	-1	-10	19	14	1
COc1ccccc1CN1C[C@@H](C)[C@@H](OC)CN(C)C(=O)c2cc(NC(C)=O)ccc2OC[C@H]1C	nt	-2	0	-4	-18	-2	0
CC1(c2ccc3ccccc3c2)NC(=O)NC1=O (stereo not drawn)	-6	3	0	-4	-3	4	-6
O=C(Nc1ccc(Cl)c(Cl)c1)c1ccc(Cn2cc(Cl)cn2)cc1	-3	-1	-2	-1	-11	3	69*
C[C@H]1CN([C@@H](C)CO)C(=O)c2cccc(NS(=O)(=O)c3cccs3)c2O[C@@H]1CN(C)Cc1ccc(C(F)(F)F)cc1	119*[16.7 µM]	-5	5	6	4	0	-2
O=C(NCc1cccnc1)C1CCCN(S(=O)(=O)c2ccc(Cl)cc2)C1 (stereo not drawn)	9	0	nt	-30	nt	nt	nt
O=C(Cn1ncc2c(=O)oc3ccccc3c21)N1CCCN(Cc2ccccc2F)C1	-4	0	10	0	-7	8	2
Cc1noc(C)c1S(=O)(=O)N(C)C[C@H]1Oc2ccc(NC(=O)NC(C)C)cc2CC(=O)N([C@@H](C)CO)C[C@H]1C	6[16.7 µM]	-1	8	1	-13	1	-1
COc1ccc(C2CC(c3ccccc3)Nc3nc(N)nn32)cc1 (stereo not drawn)	-3	1	nt	0	-3	nt	-2

Shown in CSV form: part of the list above
Structure,miR122 inh,Cneo AK release,SIRT5 inh,ARNT-TACC3 inh,C2C12 statin,ERp5 block,esBAF inh
COc1ccc(CNC(=O)N2[C@H]3CC[C@@H]2C=C(c2ccc(F)cc2OCc2ccccc2)C3)cc1OC,-7,0,-3,nt,-37,11,-1
COc1cc(C(=O)NNC(=O)c2ccc(F)cc2)ccc1OCC(=O)N1CCOCC1,6,0,-5,1,-8,4,3
CCOC(=O)C1(Cc2cccc(Cl)c2)CCCN(C(=O)c2cc(CC)on2)C1 (stereo not drawn),nt,-3,5,-7,nt,7,nt
CC(=O)C[C@@H](O)CC(=O)[C@H]1OC(=O)CCCCCCc2ccccc21,nt,1,-2,-8,7,-1,4
C[C@H]1CN([C@@H](C)CO)C(=O)Cc2cc(NC(=O)Nc3ccc4c(c3)OCO4)ccc2O[C@H]1CN(C)S(=O)(=O)c1ccc(Cl)cc1,-3[16.7 µM],0,0,0,-138,-2,1
Cc1ccccc1-c1ccc2c(c1)O[C@@H](CN(C)C(=O)Nc1ccccc1)[C@H](C)CN([C@H](C)CO)S2(=O)=O,2[16.7 µM],-2,6,-5,-39,-9,1

The list goes on:
SMILES	miR122 inh	Cneo AK release	SIRT5 inh	ARNT-TACC3 inh	C2C12 statin	ERp5 block	esBAF inh
Cc1ccc2c(c1)N(Cc1ccc3c(c1)OCO3)C(=O)C(C)O2 (stereo not drawn)	-2	6	-4	2	59	0	-8
O=C(Nc1cc(=O)[nH]c(=O)[nH]1)c1cc(Cl)ccc1Cl	41	2	0	-10	-18	7	-10
CC(C)N1CCOC1c1ccccc1 (stereo not drawn)	10	-1	0	-1	2	-1	0
Cc1cc(C)c(C#N)c(Nc2ccc3c(c2)OCCO3)n1	5	1	1	-3	-11	8	-38
CC1(C)CC(=O)C(C=NCCN2CCN(C(=S)NC3CCCCC3)CC2)=C(O)C1	-7	0	nt	-4	2	nt	-5
O=C1CC[C@@H](C(=O)N2CSC[C@@H]2C(=O)Nc2ccc(C(F)(F)F)cc2)N1	-1	0	nt	nt	3	-2	-4
C/C(=N\NC(=O)CCC(=O)NCc1ccccc1)c1ccco1	-3	-1	-4	-3	8	-4	2
Cc1ncc([N+](=O)[O-])n1CCOC(=O)NC(NCc1ccccc1Cl)C(Cl)(Cl)Cl (stereo not drawn)	25	0	nt	-3	nt	nt	nt
COc1ccc(C(C)(C)C)cc1NC(=O)c1ccoc1C	11	-4	nt	-5	0	nt	-4
O=C1C=C(NCc2ccco2)CC(c2ccc(Cl)cc2)C1 (stereo not drawn)	4	0	nt	3	-5	nt	-8
CO[C@H]1CN(C)C(=O)c2cc(NC(=O)NC(C)C)ccc2OC[C@H](C)N(C(=O)CN(C)C)C[C@H]1C	nt	-9	0	-5	-3	3	0
COC(=O)c1ccccc1NC=C1C(=O)OC2(CCCCC2)OC1=O	-4	0	nt	nt	-6	nt	-4
CC/C(=N\NC(=O)OC)c1ccc(OC(F)F)cc1	-11	-2	0	-3	8	0	7
O=C(N[C@H]1CC[C@H](CCNS(=O)(=O)c2ccccc2)O[C@@H]1CO)c1cnccn1	nt	2	-1	-6	3	3	1
CC1Cc2cc(/C(O)=C3/C(=O)C(=O)N(CCCn4ccnc4)C3c3cccc([N+](=O)[O-])c3)ccc2O1 (stereo not drawn)	4	0	3	1	4	0	0
COC(=O)C1=C(C)N(CCc2ccc(OC)c(OC)c2)C(=O)/C1=C\c1ccc(O)cc1	nt	nt	4	3	nt	6	nt
CC(C)CC#Cc1ccc([C@H]2[C@H](CO)N3CCCCN(C(=O)c4ccc5c(c4)OCO5)C[C@@H]23)cc1	4[16.7 µM]	0	3	12	nt	-2	nt
COCCNC(=O)C(c1ccc(C)cc1)N(C(=O)CCC(=O)Nc1ccccn1)c1cccc(C)c1 (stereo not drawn)	-4	-1	-1	12	-1	3	-10
O=C(CN1CCC(O)CC1)N1c2ccccc2C=Cc2ccccc21	-4	6	nt	-32	10	nt	-7
CC(C)[C@H](NC(=O)N1CCn2c1nc1ccccc12)C(=O)NCCc1ccccc1	nt	nt	-3	0	nt	6	nt
CCc1ccc(/C=C2/SC(=S)N(CCC(=O)Nc3ccc(C(=O)O)cc3)C2=O)cc1	-5	5	-3	-5	0	2	3
O=C(CCNC(=O)N1CCn2c1nc1ccccc12)NCc1ccc(Cl)cc1	-3	-2	3	0	-17	-7	4
Cc1ccc(S(=O)(=O)N(C)C[C@H]2Oc3ccc(NS(C)(=O)=O)cc3CC(=O)N([C@@H](C)CO)C[C@H]2C)cc1	5[16.7 µM]	-4	0	13	3	1	6
Nc1nonc1C(=O)NCCNc1ccc([N+](=O)[O-])cc1	1	3	-2	-3	-3	-6	0
COc1ccc(C)cc1NC(=O)Nc1cccc(C)c1	nt	nt	-6	1	nt	1	nt
Cc1cccc(C)c1N1C(=O)CC(N2CCN(S(=O)(=O)c3ccccc3F)CC2)C1=O (stereo not drawn)	-2	0	-5	3	9	5	5
CC(NC(=O)C1CCC(C(=O)NC(C)c2ccccc2)CC1)c1ccccc1 (stereo not drawn)	nt	7	-1	nt	16	2	1
CCC(C)NS(=O)(=O)c1ccc(S(=O)(=O)Nc2cc3c(cc2C(C)=O)OCO3)cc1 (stereo not drawn)	-5	0	nt	-13	-3	nt	-1
O=C(CN1C(=O)NC2(CCCc3ccccc32)C1=O)Nc1cc(F)ccc1F (stereo not drawn)	-7	0	-10	29	-11	-4	-7
CN(Cc1ccccc1)c1ccc([N+](=O)[O-])cc1C(=O)O	nt	nt	-3	-7	nt	-5	nt
Cc1ccc(NC(=O)NC(=O)N(C(C)C)S(C)(=O)=O)nc1	-2	0	1	-3	nt	-1	nt
Nc1[nH]nc2nc(-c3ccccc3)[nH]c(=O)c12	15	-1	-7	-1	9	7	4
OC1CCCN(Cc2cccc3ccccc23)C1 (stereo not drawn)	-4	2	nt	-10	-5	nt	4
O=C(C[C@H]1C[C@H]2c3cc(NC(=O)c4ccc5c(c4)OCO5)ccc3O[C@H]2[C@@H](CO)O1)NCCc1ccccc1	8[16.7 µM]	-4	1	-5	-3	-2	-7
COC(=O)c1cc2c(cc1Cl)SC(=NCCCN1CCOCC1)NS2(=O)=O	-4	1	nt	12	12	nt	-1
O=C(O)CCn1c(=O)oc2cc(S(=O)(=O)N3CCCC3)ccc21	-8	0	-1	-9	0	-2	5
Cc1cccc(C)c1C(O)c1ncc(-c2ccccc2F)[nH]1 (stereo not drawn)	11	-1	nt	nt	-1	3	2
Cc1c2ccccc2nc2c(F)c(NCCO)c(F)c(F)c12	1	-2	nt	7	nt	nt	nt
Cc1cccc(C)c1N(C(=O)c1ccco1)C(C(=O)NC1CCCC1)c1ccncc1 (stereo not drawn)	0	nt	-3	2	7	-3	4
O=C(O)c1cccc(CSc2nnc(-c3ccco3)o2)c1	-5	0	nt	-5	10	-3	-21

3 consecutive compounds already listed:
SMILES	miR122 inh	Cneo AK release	SIRT5 inh	ARNT-TACC3 inh	C2C12 statin	ERp5 block	esBAF inh
O=C(CCNC(=O)N1CCn2c1nc1ccccc12)NCc1ccc(Cl)cc1	-3	-2	3	0	-17	-7	4
Cc1ccc(S(=O)(=O)N(C)C[C@H]2Oc3ccc(NS(C)(=O)=O)cc3CC(=O)N([C@@H](C)CO)C[C@H]2C)cc1	5[16.7 µM]	-4	0	13	3	1	6
Nc1nonc1C(=O)NCCNc1ccc([N+](=O)[O-])cc1	1	3	-2	-3	-3	-6	0

Continued.
SMILES	miR122 inh	Cneo AK release	SIRT5 inh	ARNT-TACC3 inh	C2C12 statin	ERp5 block	esBAF inh
Cc1ccc(C)c(S(=O)(=O)N2CCN(C(=O)Cc3ccsc3)CC2)c1	nt	-4	-2	-3	nt	-1	nt
O=S1(=O)CC(N2CCC(Cc3ccccc3)CC2)CN1Cc1ccccc1 (stereo not drawn)	0	-1	-5	nt	4	0	1
C[C@H]1CN([C@@H](C)CO)C(=O)Cc2cc(NC(=O)C3CCCCC3)ccc2O[C@@H]1CN(C)CC1CCCCC1	16[16.7 µM]	1	2	0	12	-1	3
CCC(=O)N1c2ccccc2-c2nnc(SC)nc2OC1c1ccc(N(C)C)cc1 (stereo not drawn)	nt	1	nt	nt	-3	7	5

Single records, as listed above. Order of screens: miR122 inh, Cneo AK release, SIRT5 inh, ARNT-TACC3 inh, C2C12 statin, ERp5 block, esBAF inh
`COc1ccc(C2CC(c3ccccc3)Nc3nc(N)nn32)cc1` (stereo not drawn) in the list: -3, 1, nt, 0, -3, nt, -2
`Nc1nonc1C(=O)NCCNc1ccc([N+](=O)[O-])cc1` in the list: 1, 3, -2, -3, -3, -6, 0
